# RORa activator – activators of human nuclear receptor RORA; P35398; CHO-K1 Gal4-RORA LBD luciferase reporter, luminescence; percent increase over mock-subtracted basal signal; activation, % at 10 µM; actives 1.5% (n = 65,000); AID 560;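 active = activation above the mean of all tested compounds plus 3 SD, cut at about 49% in these data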;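 also: 0% = DMSO-treated RORA cells and 100% = added signal equal to DMSO minus mock-transfected cells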
# 5HT1a antag – antagonists of human 5-HT1a serotonin receptor; P08908; CHO 5-HT1a Ga15 NFAT-bla reporter, antagonist mode; inhibition, % at 10 µM; actives 0.68% (n = 62,000); AID 612;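 active = inhibition above the mean of all tested compounds plus 3 SD, cut at about 43% in these data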;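 also: receptor stimulated by 5-CT agonist at 100 nM near EC80; beta-lactamase reporter measured by ratiometric fluorescence of a cleavable substrate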
# S1P3 agonist – S1P3 (human) receptor agonism. Q99500. activation, % at 4.5 µM. S1P3 NFAT-BLA reporter cells, FRET ratio; relative to 1 µM S1P, basal subtracted. actives 0.1% (n = 60,000). AID 373;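 active = activation above the screen-wide mean plus 3 SD, cut at about 4.5% in these data, passing the limit was not always enough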; also: some compounds called inactive have numbers as strong as hits
# Target sequence (Q99500 whole entry, looked up): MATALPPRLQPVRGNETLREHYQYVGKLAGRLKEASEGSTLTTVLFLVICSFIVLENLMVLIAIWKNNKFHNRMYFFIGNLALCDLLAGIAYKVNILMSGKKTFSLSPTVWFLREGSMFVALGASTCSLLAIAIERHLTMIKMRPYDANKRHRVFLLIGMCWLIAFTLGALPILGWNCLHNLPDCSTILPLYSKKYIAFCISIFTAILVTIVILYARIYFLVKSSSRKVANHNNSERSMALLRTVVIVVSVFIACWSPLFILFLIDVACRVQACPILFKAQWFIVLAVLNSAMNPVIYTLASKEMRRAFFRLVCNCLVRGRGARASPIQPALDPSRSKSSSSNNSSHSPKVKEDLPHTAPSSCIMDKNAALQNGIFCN
#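 material = human S1P3 NFAT-BLA reporter CHO cells | schedule = 4 h compound at 37 °C, 2 h substrate at RT | measured by = fluorescent BLA substrate, ex 405 nm, em 460/535 nm ratio | controls = 1 µM S1P reference | replication = primary once, confirmation triplicate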
# HTR1E antagonist – antagonists of human 5-HT1E serotonin receptor | P28566 | CHO 5-HT1E Ga15 NFAT-bla reporter, FRET, antagonist | inhibition, % at 6 µM | actives 0.99% (n = 65,000) | AID 571;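 active = inhibition above a set limit, the mean inhibition across every tested compound plus 3 SD, cut at about 29% in these data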;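 also: signal is the 460 over 535 nm emission ratio of beta-lactamase substrate; 0% = agonist plus DMSO wells and 100% = wells without agonist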
# Target sequence (P28566 whole entry, looked up): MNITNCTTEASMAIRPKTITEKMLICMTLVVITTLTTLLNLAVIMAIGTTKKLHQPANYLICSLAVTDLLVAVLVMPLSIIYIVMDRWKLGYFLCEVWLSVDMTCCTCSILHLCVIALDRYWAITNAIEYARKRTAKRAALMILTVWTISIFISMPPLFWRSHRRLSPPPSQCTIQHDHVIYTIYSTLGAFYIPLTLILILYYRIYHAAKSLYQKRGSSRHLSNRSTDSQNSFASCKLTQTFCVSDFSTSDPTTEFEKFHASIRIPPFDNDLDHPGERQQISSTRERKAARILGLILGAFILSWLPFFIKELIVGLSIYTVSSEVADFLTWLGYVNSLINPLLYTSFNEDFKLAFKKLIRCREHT
# tolC growth inh – blocks growth of E. coli BW25113 tolC mutant; growth inhibition, % at 10 µM (by protocol); OD615; AID 573; actives 2.2% (n = 65,000);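 active = growth inhibition at or above a cutoff equal to the mean over every tested compound plus 3 SD, cut at about 60% in these data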;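 also: growth measured after 20 h incubation at 37 °C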
#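 signal = optical density read at 615 nm | test system = E. coli ΔtolC::kan strain BW25113 | timing = 20 h compound exposure of bacteria at 37 °C | buffer or medium = LB medium plus 50 µg/mL kanamycin | compound dosing = 10 µM final, single dose | evaluation = % inhibition of E. coli growth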
# HTR1E agonist – 5-HT1E (human) receptor agonism | AID 574 | activation, % at 6 µM | CHO 5-HT1E Ga15 NFAT-bla reporter, FRET; 0% DMSO wells, 100% control agonist wells | actives 0.69% (n = 65,000);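 active = activation above a set limit, the screen-wide mean activation plus 3 SD, cut at about 8.5% in these data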;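 also: 100% = positive control agonist at 1 µM giving full maximal response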
# SF1 activator – activates the human nuclear receptor SF-1; Q13285; CHO-K1 Gal4-SF-1 LBD luciferase reporter; % increase over DMSO SF-1-specific signal; activation, % at 10 µM; actives 1.9% (n = 65,000);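 active = activation above the mean activation of all tested compounds plus 3 SD, cut at about 50% in these data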
#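 material = CHO-K1 cells with Gal4–hSF-1 LBD chimera plus Gal4-driven luciferase | compound = 10 µM single point, 1% DMSO | incubation = 20 h compound exposure at 37 °C after 1 h cell settling | measured by = SteadyLite luciferase luminescence | evaluation = percent activation relative to DMSO median and mock-transfected background | control set = DMSO negative control and −SF1 background wells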
# S1P1 ag-PAM – agonists and agonism potentiators of human S1P1 receptor; AID 449; activation, % at 9.5 µM; P21453; actives 0.57% (n = 56,000); S1P1 CRE-bla cells, forskolin, beta-lactamase FRET, potentiator mode; S1P1 agonist co-added at EC20, 2 nM; 100% = saturating reference agonist, 0% = basal;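 active = activation above a cutoff set at the mean activation of all tested compounds plus 3 SD, cut at about 54% in these data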;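 also: forskolin at 4 µM as EC80 and the EC20 agonist is SEW2871; 100% = SEW2871 at its EC100 plus forskolin at EC80; some compounds past the cut are filed as inactive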
# AP complement – orthogonal test for alternative complement pathway inhibitors; actives 0.08% (n = 62,000); AID 1235; Human serum alternative complement pathway, LPS-coated ELISA, C3 deposition; tested in compound mixtures; inhibition, % at 5 µM;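 active = inhibition above 30% in each of the two pooled mixtures holding the compound, so the lower value exceeds 30%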;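 also: 0% = serum in Mg-EGTA without compound and 100% = EDTA serum blank; some compounds past the cut are filed as inactive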
#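 Medium: diluted human serum in Mg2+-EGTA GVB++. Assay system: human serum complement alternative pathway, C3 deposition onto LPS. Also added: Plate-bound LPS. Technique: Anti-C3 ELISA, OD 450 nm. Measure: percent inhibition. Incubation: 1 h at 37 °C. Dosing: 5 µM each compound, pools of ten, 50 µM per pool.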
# Starred values were filed as active, the others as inactive; · = no result given.
SMILES,RORa activator,5HT1a antag,S1P3 agonist,HTR1E antagonist,tolC growth inh,HTR1E agonist,SF1 activator,S1P1 ag-PAM,AP complement
CCCCNC(=O)c1ccc(CS(=O)(=O)c2ccc(OC)cc2)o1,18,4,0.5,-9,-2,0.8,-10,10,19
COc1ccc(S(=O)(=O)Nc2ccc3oc(C)c(C(=O)O)c3c2)cc1,9,5,-1.6,-2,7,-1.1,22,-22,-4
CCn1c(Sc2ccc(N)cc2Cl)nc2ccccc21,-25,8,0.8,-3,23,0.9,-24,·,20
CSc1nc(NCc2ccco2)c2c3c(sc2n1)CN(C)CC3,-10,0,·,-2,0,0.3,2,·,5
CCOC(=O)N1CCN(C(=O)COc2ccccc2OC)CC1,-1,14,-0.3,-11,-16,0.6,-11,-8,18
O=c1cc(O)nc(SCc2ccc(Cl)cc2)[nH]1,-2,2,0.2,-12,52,-0.4,15,-37,12
Cc1ccc(SCCC(=O)N2CCC(C(N)=O)CC2)cc1,6,-1,-0.6,5,-18,-0.4,-2,-15,22
COC(=O)Cn1c(=NC(=O)CSCC(=O)Nc2cc(C)on2)sc2ccccc21,-8,4,-0.5,3,-8,-0.1,2,-5,3
CCOC(=O)c1sc(NC(=O)CN2CCCC2)c(C(=O)OCC)c1C,-15,-19,-1.1,-5,20,0.6,-9,-6,1
O=C1CC(NCc2ccc3c(c2)OCO3)C(=O)N1Cc1ccc2c(c1)OCO2 (centres undefined),-8,·,-2.9,-5,9,0.1,-7,-4,·
O=S1(=O)CC(O)C(NCc2cccnc2)C1 (centres undefined),-28,-8,-0.4,-3,-30,-1.2,-6,-23,19
Cc1ccc(CC2SC(=O)NC2=O)cc1Cl (centres undefined),16,-16,·,5,-2,-0.7,-9,·,-2
O=S(=O)(NCCc1cn2ccccc2n1)c1cccs1,26,2,-1.1,2,-8,0.4,18,-2,15
Cc1cc2oc3c(c(=O)c2cc1C)C(c1cccc(Br)c1)N(Cc1ccco1)C3=O (centres undefined),-15,14,-1.9,-5,21,0.2,-22,3,-19
O=C(c1cnn2c(C(F)(F)F)cc(-c3ccc(Br)cc3)nc12)N1CCOCC1,-2,-5,-0.9,-10,-14,0.4,-11,-5,0
O=C(O)C1C2CCC(C2)C1C(=O)Nc1nc2ccccc2s1 (centres undefined),-15,-2,0.6,-3,-11,0.0,-5,2,6
COc1cccc(C(=O)NC2(C(F)(F)F)N=C3SCCN3C2=O)c1 (centres undefined),2,-2,-0.6,5,-32,0.0,-4,-7,-6
CCOC(=O)c1sc(NCCNc2nc(C)c(C(=O)OCC)s2)nc1C,21,-2,-1.1,-3,2,0.0,-6,4,21
COc1ccccc1OCCn1c(C(C)O)nc2ccccc21 (centres undefined),-17,2,-0.3,9,-12,0.1,-3,-23,-4
Cc1ccc(C2C(C(=O)c3cc4ccccc4o3)=C(O)C(=O)N2CCCN(C)C)cc1 (centres undefined),13,·,-0.9,10,1,0.1,20,5,·
O=C(CN1CCN(S(=O)(=O)c2ccc(Br)cc2)CC1)Nc1ccc(F)cc1,-4,29,-0.6,24,18,-1.2,14,7,1
CCOc1cc2[nH]c(=O)n(CC3CCC(C(=O)NCCCOC)CC3)c(=O)c2cc1OCC (centres undefined),-19,4,-1.3,-2,5,0.5,-3,6,-2
Cn1c(SCC(=O)Nc2nccs2)nnc1C12CC3CC(CC(C3)C1)C2,15,-3,-0.8,12,18,-0.6,4,·,17
COc1ccc(-c2nc(C)c(C(C)=O)n2O)cc1OC,5,6,-0.1,-1,10,-0.2,-10,-23,3
Cc1cc(C)n(CC(=O)n2nc(C)cc2C)n1,5,·,-1.8,-3,11,0.3,5,-1,·
Cc1c(Br)cc(C(=O)O)c(C)c1C,-24,1,-0.9,-4,0,0.5,-10,·,13
COc1cc2c(cc1OC)-c1cc(N3CCCCCC3)nc(=O)n1CC2,-3,8,1.7,41*,-1,0.6,6,-78,11
Cc1ccc(N2C(=O)CC(Cn3nc(C)cc3C)C2=O)cc1 (centres undefined),-12,·,-3.3,10,1,-0.9,-1,-3,·
COc1ccc(S(=O)(=O)Nc2ccc3c(c2)COC3=O)cc1OC,-8,2,-0.8,0,-30,0.0,31,-4,7
O=C(NCCc1csc(-c2cccnc2)n1)c1cccs1,15,-4,-0.9,-4,2,-0.3,5,-1,4
Cc1ccc(C)c(C(=O)CSc2n[nH]c(C(C)C)n2)c1,0,5,0.0,-9,6,-0.5,2,10,-9
c1cc(Nc2ncnc3sccc23)cc(-c2nnc3n2CCCCC3)c1,2,4,0.4,30*,0,0.0,26,-19,-14
COc1ccc(C2CC(c3ccco3)n3ncnc3N2)cc1 (centres undefined),2,-8,-0.4,-2,-9,0.4,-6,-9,0
CCOC(=O)C1=C(C)Nc2nnnn2C1c1cccc(OC)c1OC (centres undefined),11,0,-1.1,-4,16,-0.4,-9,-1,7
CCOc1cc(-c2noc(-c3ccncc3)n2)cc(Br)c1OC,-9,-18,-0.7,-10,5,0.7,-14,33,8
C=CCn1c(SCC(=O)N2CCOCC2)nc2scc(-c3ccco3)c2c1=O,-20,1,-1.0,13,-2,-1.8,-2,-27,23
Cc1c(NC(=O)C2(C)CCCCC2)c(=O)n(-c2ccccc2)n1C,10,-5,-0.8,3,-8,-0.7,-11,-17,17
CCOc1cccc2c1OC1(C)CC2NC(=O)N1c1cccc(Cl)c1 (centres undefined),-2,-2,·,2,12,-0.3,-3,·,5
O=C(NCCN1CCN(C(=O)c2cc3ccccc3oc2=O)CC1)c1cc2ccccc2oc1=O,-8,-17,0.4,-8,-12,-1.0,-12,0,15
Cc1cc(NC(=O)CN2CCCC2c2nc3ccccc3s2)no1 (centres undefined),-17,-6,-0.1,-18,3,-1.6,-16,-5,-17
CCN1CCN(C(c2cccs2)C(C)NC(=O)CC(C)C)CC1 (centres undefined),-6,4,-0.8,1,-14,0.0,4,-6,21
O=C(Nc1ccc(CN2CCOCC2)cc1)c1cccc(F)c1,37,5,-0.5,4,-8,-1.4,43,11,2
CC1CCN(c2ccccc2N)CC1,14,8,-0.4,-3,-20,0.5,-7,-2,11
CCN(CC)C(=O)C1CCCN(C/C=C/c2ccccc2)C1 (centres undefined),-12,11,-0.7,1,-15,0.5,-2,0,-8
O=C(c1ccc(S(=O)(=O)N2CCOCC2)cc1)N(Cc1ccco1)Cc1cccs1,-7,3,0.1,-2,11,0.2,1,26,-3

# Structural class, the compounds so far containing an NH in an aromatic ring (3)
SMILES,RORa activator,5HT1a antag,S1P3 agonist,HTR1E antagonist,tolC growth inh,HTR1E agonist,SF1 activator,S1P1 ag-PAM,AP complement
O=c1cc(O)nc(SCc2ccc(Cl)cc2)[nH]1,-2,2,0.2,-12,52,-0.4,15,-37,12
CCOc1cc2[nH]c(=O)n(CC3CCC(C(=O)NCCCOC)CC3)c(=O)c2cc1OCC (centres undefined),-19,4,-1.3,-2,5,0.5,-3,6,-2
Cc1ccc(C)c(C(=O)CSc2n[nH]c(C(C)C)n2)c1,0,5,0.0,-9,6,-0.5,2,10,-9

# Next part:
SMILES,RORa activator,5HT1a antag,S1P3 agonist,HTR1E antagonist,tolC growth inh,HTR1E agonist,SF1 activator,S1P1 ag-PAM,AP complement
O=C(NCC1CCCO1)c1ccc2c(=O)n(CCc3ccccc3)c(=O)[nH]c2c1 (centres undefined),9,-4,·,-10,6,1.1,18,·,9
COc1cccc(CNC(=O)CCCNS(=O)(=O)c2cccs2)c1,-1,-5,-0.4,4,-11,-0.8,6,-8,16
N#CCC(=O)N1CCCCCC1,0,10,-1.4,-9,-5,-1.0,11,-4,-5
O=C(CCc1ccccc1)Nc1ccc(NC(=O)c2ccco2)nc1,10,6,0.1,-13,-11,-0.1,19,-7,16
CCC(CC)C(=O)Nc1nnc(-c2cccs2)s1,-4,-3,0.0,-11,0,0.6,13,-8,8
COC(=O)COc1ccc2occ(C(C)=O)c2c1,-1,-6,-1.5,9,-4,-0.3,-5,4,3
CCCCOc1ccc(CSc2nncn2N)cc1,17,-3,-1.6,-2,2,0.4,21,1,1
O=C(CSCc1ccccc1)N1CCN(Cc2ccc3c(c2)OCO3)CC1,-7,-9,0.0,-8,-12,0.7,15,0,·
Cc1nn(-c2ccccc2)c2sc(C(=O)NCCN3CCOCC3)cc12,-2,5,0.0,16,8,-0.7,12,-34,12
Cc1cc(CNC(=O)Nc2ccc3c(c2)OCO3)nn1C,4,0,-0.9,-3,-14,-0.3,21,-4,13
COC(=O)C1=C(C)N(CCc2ccccc2)C(=O)C1,-15,-3,-0.6,7,5,-0.5,2,·,8
O=C(Nc1ccc(NC(=O)c2cccs2)cn1)c1ccco1,15,10,-0.9,2,-11,-0.9,73*,-8,6
O=C(CSc1nnc(CN2CCOCC2)n1-c1ccc(Cl)cc1)N1CCc2ccccc21,-4,8,-0.4,-6,9,-0.2,8,·,7
O=C(NCCN1CCCC1)c1ccc(Cn2c(=S)[nH]c3cc4c(cc3c2=O)OCO4)cc1,5,-4,·,3,-1,-1.6,17,·,1
Cc1ccc2cc(C#N)c(N3CCCC3)nc2c1C,8,-1,0.0,-8,4,1.7,-2,-24,8
O=C(CSc1nnc2c(Cl)cc(C(F)(F)F)cn12)Nc1ccc2c(c1)OCO2,-7,-4,·,-8,-9,0.3,-14,·,4
CCCc1cc(=O)[nH]c(SC(CC)C(=O)Nc2ccccc2C#N)n1 (centres undefined),-11,7,-1.2,11,2,-1.9,-6,13,-6
CCC(C)Sc1nc2c([nH]c3ccccc32)c(=O)n1C (centres undefined),-2,2,-0.6,-13,-6,2.2,2,-29,14
COc1c(S(=O)(=O)N2CCCC2)ccc(Cl)c1Cl,5,8,-1.3,10,-1,-0.7,-5,-4,8
CCCCSCCCNC(=O)Nc1cccc(OC)c1,-18,9,-1.2,-7,11,1.3,5,4,19
Cc1cc(OCC(=O)NCCO)cc(C)c1Cl,0,5,-1.2,-13,19,1.5,-6,-24,1
CCN(CC)C(=O)CSc1ncnc2c1nnn2-c1ccc(F)cc1,2,-1,0.4,-1,10,-0.3,-10,-16,1
CC(NCCc1ccc(O)cc1)C(O)c1ccc(O)cc1 (centres undefined),-13,·,-3.9,-4,1,-0.1,14,-16,9
COc1ccc(CCN2C(=O)CC(N3CCOCC3)C2=O)cc1 (centres undefined),1,-7,0.4,-5,-12,-0.7,17,-2,0
COc1ccc(CCNC(=O)C2CCN(Cc3nc(-c4cccc(Cl)c4)oc3C)CC2)cc1OC,-12,1,-0.7,-11,12,1.9,-3,20,3
Cc1cc(C)n(-c2nncc(-c3ccccc3)n2)n1,8,2,0.1,-2,4,-0.9,10,-12,7
